Assay outcomes: PubChem, National Center for Advancing Translational Sciences (NCATS)
Eya2 inh = qHTS Assay for Inhibitors of the Phosphatase Activity of Eya2 | Protein phosphatase EYA2 (Homo sapiens), O00167 | recombinant Eya2, OMFP fluorescence dephosphorylation (OMFP is methylfluorescein phosphate) | Potency, µM (highest dose often 76.9 µM), for the others: top-dose activity, negative = inhibition, hits mostly inhibitors | hit rate 0.006% among 330,000 | AID 488837, 2010; also: potency is read from the fitted curve at half-maximal effect; % is scaled to controls: 0 for no effect and ±100 for the full control effect
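Eya2 (0.2 uM) preincubated 10 min at ambient with compound, then OMFP substrate added at 50 uM; 10 min reaction in 50 mM HEPES pH 7.5, 50 mM NaCl, 5 uM MgCl2, 0.05% BSA, 1 mM DTT. Fluorescence read at Ex 485/Em 525 nm.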
Mito fusion act = qHTS Assay for Small Molecule Inhibitors of Mitochondrial Division or Activators of Mitochondrial Fusion; S. cerevisiae fusion-defective mutant growth rescue, CellTiterGlo 48 h; Potency, µM (series often up to 46.1 µM), for the others: top-dose growth rescue (activation), hits mostly activators; hit rate 0.23% among 320,000; AID 485298, 2010;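 also: potency is read from the fitted curve at half-maximal effect; % of control where 0% means no effect; nearly all actives have a fitted effect of over 45% in size; temperature-sensitive fusion mutants such as fzo1-1 at 37 °C on non-fermentable ethanol glycerol medium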
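Compounds are tested for their ability to restore growth of mitochondrial fusion-defective yeast strains at non-permissive 37C in YPEG medium over 48 hours. Viability is quantified by luciferase luminescence.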
ELG1 repair inh = qHTS screen for small molecules that inhibit ELG1-dependent DNA repair in human embryonic kidney (HEK293T) cells expressing luciferase-tagged ELG1; HEK293T ELG1-luciferase reporter, luminescence, 16 h; DNA damage induced by 5-fluorouridine; Potency, µM (top dose mostly 46.1 µM), for the others: at the top dose activity change, negative = inhibition, most hits filed as inhibitors; hit rate 2.3% among 330,000; also: potency is read from the fitted curve at half-maximal effect; % is scaled to controls: 0 for no effect and ±100 for the full control effect; nearly all actives have a fitted effect of over 55% in size
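Overnight (16 hr) co-exposure of 2,000 cells/well to 5-fluorouridine and compound at 37 °C preceded detection. Luciferase was quantified via ONE-Glo luminescence; loss of signal denotes inhibition.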
A-T KAP1 phos = qHTS Assay for Identifying a Potential Treatment of Ataxia-Telangiectasia; […] A-T fibroblasts, KAP-1 phosphorylation AlphaLISA; neocarzinostatin DNA damage 30 min before lysis; Potency, µM (doses to about 57.5 µM), for the others: at the highest dose activation, actives largely listed as activators; hit rate 0.19% among 320,000; AID 485349, 2010; also: potency is read from the fitted curve at half-maximal effect; % of control where 0% means no effect; nearly all actives have a fitted effect of over 45% in size
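ATM-like activity read as KAP-1 phosphorylation via AlphaLISA donor/acceptor antibody pairs after lysis and 6 hr at 25C. Cells were ATM-null patient fibroblasts ([…], hTERT), dosed 60 min, then exposed to the DSB inducer NCS for 30 min.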
TRPV1 ag = HTS Assay for Compounds that Act as Agonists of the Vanilloid Receptor 1; activation, % at 8.33 µM; AID 540275, 2011; Transient receptor potential cation channel subfamily V member 1 (Homo sapiens), Q8NER1; hit rate 0.19% among 320,000; TRPV1-expressing cells, Fluo-8 calcium influx, agonist mode; in the data active = activation above about 80%; inconclusive = between about 30% and that limit; also: 0% is about no effect
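Fluo-8 calcium influx in TRPV1-expressing cells, kinetic read (ex 480/em 520 nm). Compound added and read 3 min for agonist activity, followed by capsaicin at EC20 final and 2 min further read for enhancement.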
USP2a block = qHTS Assay for Inhibitors of Ubiquitin-specific Protease USP2a Using CHOP2 as the Reporter; Potency, µM (titrated, usually from 38.3 µM), without a hit: top-dose activity change, negative = inhibition, actives largely listed as inhibitors; AID 463254, 2010; hit rate 0.01% among 330,000; USP2 core, Ub-CHOP2 coupled fluorogenic reporter, 485/531; Ubiquitin carboxyl-terminal hydrolase 2 (Homo sapiens), O75604;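 also: potency is read from the fitted curve at half-maximal effect; plate controls were DMSO wells for no effect and full inhibition by NEM control for full effect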
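Deubiquitinase activity read as fluorescence (485/531 nm) after Ub-CHOP2 cleavage activates the enterokinase reporter on its substrate; USP2 core 10nM, Ub-CHOP2 and substrate 25nM each, 30min compound preincubation then 60min RT; data normalized to NEM, curves fitted.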
TCR activator = Activators of T cell receptors: qHTS campaign | primary human leukocytes, anti-CD3, IL-2 HTRF, 48 h | 330,000 tested, under 10 active | Potency, µM (series often up to 9.22 µM), for inactives: at the top dose activation of IL-2 secretion, usual class: activators; also: % of control where 0% means no effect
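Readout: HTRF IL-2, Eu-cryptate/d2 antibody pair, 320nm excitation, 665nm emission. Stimulus: a-CD3 beads, no co-stimulation. Cells: primary human leukocytes. Exposure: 48 hr with compound.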
TSHR antag = Antagonists of the Thyroid Stimulating Hormone Receptor: HTS campaign. Thyrotropin receptor (Homo sapiens), P16473. TSHR-expressing cells, TSH-stimulated cAMP HTRF, 2 h; stronger effect = lower value. activity change, negative = inhibition, % at 11.5 µM. hit rate 0.2% among 330,000. AID 504810, 2011;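 active = activity change below a set negative limit, meaning inhibition stronger than a set level, cut at about -70% in these data; inconclusive = activity change between two set negative limits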; also: % is scaled to controls: 0 for no effect and ±100 for the full control effect
Target sequence (P16473 whole entry, looked up): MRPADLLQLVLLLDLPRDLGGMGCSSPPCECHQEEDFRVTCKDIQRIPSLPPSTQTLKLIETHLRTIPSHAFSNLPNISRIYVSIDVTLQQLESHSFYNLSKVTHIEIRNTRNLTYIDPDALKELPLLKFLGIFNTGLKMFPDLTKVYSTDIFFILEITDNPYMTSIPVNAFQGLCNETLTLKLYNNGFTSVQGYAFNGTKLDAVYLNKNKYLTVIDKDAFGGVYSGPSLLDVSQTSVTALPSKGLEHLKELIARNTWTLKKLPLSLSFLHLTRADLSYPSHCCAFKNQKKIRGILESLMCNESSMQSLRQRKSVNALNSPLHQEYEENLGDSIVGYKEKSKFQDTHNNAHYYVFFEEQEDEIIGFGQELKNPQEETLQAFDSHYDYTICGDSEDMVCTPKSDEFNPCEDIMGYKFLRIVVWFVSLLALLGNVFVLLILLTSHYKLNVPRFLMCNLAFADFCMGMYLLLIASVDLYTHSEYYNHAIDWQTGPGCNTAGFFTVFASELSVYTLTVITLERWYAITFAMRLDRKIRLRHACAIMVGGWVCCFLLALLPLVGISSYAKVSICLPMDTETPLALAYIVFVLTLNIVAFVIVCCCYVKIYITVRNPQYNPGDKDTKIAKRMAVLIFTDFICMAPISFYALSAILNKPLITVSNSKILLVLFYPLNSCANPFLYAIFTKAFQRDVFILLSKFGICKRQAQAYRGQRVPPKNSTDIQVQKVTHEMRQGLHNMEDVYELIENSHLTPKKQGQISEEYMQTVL
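Freshly harvested TSHR cells receive pin-tooled compound, then EC80 TSH at 4nM final. After 2 hours at 37 deg C, antibody in lysis buffer and cAMP-d2 are added; 30 minutes at ambient temperature precede the HTRF read.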
KCNH2 3.1 inh = qHTS for Inhibitors of KCHN2 3.1: Mutant qHTS. hit rate 0.95% among 340,000. activity change, % (tested at about 1.8 µM). U2OS KCNH2 3.1, thallium flux FluxOr; stronger effect = lower value. Potassium voltage-gated channel subfamily H member 2, brain isoform KCNH2 3.1 (human);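 active = maximum activity change below -70%; inconclusive = maximum activity change from -70% to -50%; inactive = maximum activity change above -50%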;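 also: thallium influx rate constant from kinetic fluorescence after stimulation buffer; % is scaled to controls: 0 for no effect and ±100 for the full control effect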
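FluxOr-based Tl+ influx in U2OS cells transduced with KCNH2 3.1 virus; rate constants normalized to DMSO controls.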
KCNH2 WT inh = qHTS for Inhibitors of KCHN2 3.1: Wildtype qHTS; hit rate 0.37% among 340,000; Voltage-gated inwardly rectifying potassium channel KCNH2 (Homo sapiens), Q12809; U2OS, BacMam KCNH2, thallium flux FluxOr; stronger effect = lower value; activity change, % at 1.84 µM; AID 720551, 2013;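 active = maximum activity change below -70%; inconclusive = maximum activity change between -70% and -50%; inactive = maximum activity change above -50%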; also: % is scaled to controls: 0 for no effect and ±100 for the full control effect
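U2OS cells were transduced with wild-type KCNH2 virus (2.03 x 10^8 / mL) for 4 h at room temperature, then cultured overnight at 37 C. Thallium flux was read with FluxOr dye. Rate constants were normalized to DMSO controls.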
Active calls of the source: *; ? = inconclusive; . = no result given; [ ] = remark or other dose. Unless noted, calls follow the shape of the dose curve; as a rule, active = well fitted curve in the direction sought with a large enough effect; inconclusive = small, poorly fitted or top-dose-only effect, or another doubt; inactive = no such curve, though single readings can be large; an effect the other way counts as inactive or inconclusive. An excerpt, so the mix of outcomes need not match the whole.

The line under a structure holds: Eya2 inh	Mito fusion act	ELG1 repair inh	A-T KAP1 phos	TRPV1 ag	USP2a block	TCR activator	TSHR antag	KCNH2 3.1 inh	KCNH2 WT inh
> Cc1[nH]c2ccccc2c1SCC(=O)NNC(=O)Nc1ccc(OC(F)(F)F)cc1
 : 14.4%	2.9%	?	-1.0%	7.4	1.7%	4.9%	-0.4	0.9	-1.3
> Cc1ccc(S(=O)(=O)N(C)CC(=O)Nc2ccc(C)cn2)cc1
 : 1.0%	6.1%	?	-2.6%	?	-0.4%	4.3%	8.6	6.2	-8.2
> O=C(CN1CCCc2ccccc21)N/N=C/c1c(O)ccc2ccccc12
 : 4.9%	-2.8%	19.9%	-1.9%	-8.1	1.7%	3.9%[46.1 µM]	-14.8	-6.1	-0.9
> COc1ccc(C(=O)C2CCN(CC(=O)NCc3ccccc3)CC2)cc1
 : -0.6%	-2.9%	?	-0.6%	4.8	-1.2%	0.3%	0.3	-0.8	7.0
> CC(Sc1nncn1C)C(=O)Nc1ccc(Cl)cn1 (stereo not drawn)
 : 2.4%	-0.7%	25.3%	5.1%	-0.3	3.4%	-1.0%[46.1 µM]	17.3	3.5	-2.5
> Cc1cc[n+](CC(=O)c2ccc(NC(=O)c3ccccc3)cc2)cc1
 : -0.6%	-7.9%	-5.5%	-2.0%	0.3	0.3%	0.6%	-5.2	-5.6	-10.3
> COc1ccc(Br)cc1C(=O)Nc1cccc(NC(=O)c2ccco2)c1
 : -0.1%	?	20.6µM*	5.1%	?	2.1%	-3.5%	-20.7	-15.0	-5.6
> CC(=O)Nc1ccc(S(=O)(=O)Oc2cccc(/C=C3\SC(N)=NC3=O)c2)cc1
 : -7.9%	10.8%	1.9%	3.7%	-5.6	2.8%	-1.8%	5.9	0.7	1.2
> COc1cc(-c2nnc(Sc3ccc(C(F)(F)F)cc3[N+](=O)[O-])o2)cc(OC)c1OC
 : 1.2%	0.6%	-4.7%	0.8%	0.9	-0.2%	1.5%	-3.2	-11.0	-3.7
> CS(=O)(=O)Cc1cc(Sc2ccccc2)nc(-c2ccncc2)n1
 : 5.5%	3.4%	3.1%	-5.2%	15.2	0.9%	2.1%	-8.8	6.3	3.4
> CCn1c(COc2cccc(C)c2)nc2ccccc21
 : -4.5%	5.6%	20.9%	.	-1.3	1.5%	6.5%[46.1 µM]	-12.2	-5.2	12.8
> CN(Cc1ccc(F)cc1)C(=O)c1ccc(NS(=O)(=O)c2ccc3[nH]c(=O)[nH]c3c2)cc1
 : 10.7%	2.0%	?	7.1%	1.2	1.3%	.	7.6	-8.1	-5.6
> CC1CCCCN1C(=O)C(=O)c1cn(CC(=O)N2CCCC2)c2ccccc12 (stereo not drawn)
 : 8.0%	7.0%	2.3%	-4.1%	2.3	-6.0%	6.4%	45.8	5.9	-3.6
> CC(O)c1nc2ccccc2n1Cc1ccc([N+](=O)[O-])cc1 (stereo not drawn)
 : 5.5%	0.7%	-0.2%	-0.2%	-2.7	2.1%	-0.3%[46.1 µM]	8.1	-4.9	-1.7
> C#CCOCCOCCOCCNc1nc(N2CCN(C(=O)[C@H]([C@@H](C)CC)n3cc(CCCN=C(N)N)nn3)CC2)nc(N2CCN(C(=O)[C@H](C)n3cc(CCCN=C(N)N)nn3)CC2)n1
 : 2.2%	-0.3%	4.2%	-12.7%	-2.2	-0.1%	-8.1%	-4.2	11.6	12.1
> COc1ccc(-c2cc(C(=O)N(C)CC(=O)Nc3ccccc3Br)c3ccccc3n2)cc1OC
 : -7.9%	9.2%	?	5.6%	15.9	1.7%	-6.4%	-2.8	-27.6	1.8
> CCOc1ccc(S(=O)(=O)N2CCCCC2)cc1NC(=O)CSCc1c(C)noc1C
 : -1.1%	-1.1%	-22.3%	1.9%	6.4	-0.8%	-3.8%	-2.1	17.7	10.4
> COc1ccc(CN(CC(=O)NCc2ccco2)C(=O)CNS(=O)(=O)c2ccc(C)cc2)cc1
 : 1.7%	-0.9%	1.0%	1.1%	-0.3	0.5%	0.3%	-5.4	-4.1	3.2
> COc1ccc(OC)c(NC(=S)NN2CCOCC2)c1
 : -0.9%	-5.0%	-21.9%	-6.4%	-3.8	-0.1%	-3.3%	-2.9	3.8	-7.2
> CCn1ccnc1CN(C)C(=O)c1cc(COc2ccc(OC)c3ccccc23)on1
 : 7.3%	0.0%	-5.3%	2.7%	5.2	-0.2%	0.4%	0.8	4.0	14.3

Next compounds:
The line under a structure holds: Eya2 inh	Mito fusion act	ELG1 repair inh	A-T KAP1 phos	TRPV1 ag	USP2a block	TCR activator	TSHR antag	KCNH2 3.1 inh	KCNH2 WT inh
> O=C(c1cc2ncc(Br)cn2n1)N1CCCCC1
 : -4.3%	18.6%	?	0.2%	0.7	1.1%	3.1%	4.6	-0.4	2.2
> COc1ccc(COC(=O)C2CC(=O)N(Cc3ccccc3)C2)cc1 (stereo not drawn)
 : 4.9%	-4.5%	2.9%	5.2%	?	0.7%	.	-0.7	-3.8	-10.6
> S=C(NCc1ccncc1)Nc1ccccc1
 : -7.7%	-5.1%	-12.5%	5.8%	1.3	1.8%	1.5%	-4.4	-12.9	.
> Cc1ccc(NC(=O)c2cc(S(=O)(=O)N(C)C)ccc2N2CCCC2)cc1S(=O)(=O)N(C)C
 : 15.7%	0.1%	?	4.4%	0.5	-0.2%	0.8%	-0.9	-2.7	9.9
> c1ccc2cc(CSCc3nc4ccccc4[nH]3)ccc2c1
 : 5.5%	?	0.6%	8.1%	?	0.5%	4.0%[46.1 µM]	-6.5	8.0	8.2
> CCN1C(=O)c2cccc3c(S(=O)(=O)NCc4ccccn4)ccc1c23
 : 4.9%	-0.6%	7.1%	6.2%	-5.1	0.1%	-6.5%	-0.8	-20.4	8.5
> COc1cccc(C(=O)Nc2ncc3c(n2)CC(C)CC3=O)c1 (stereo not drawn)
 : -1.5%	1.0%	0.0%	.	-7.7	2.5%	-5.2%	2.2	5.9	10.2
> N#CC1=C(SCC(=O)c2cc3ccccc3oc2=O)NC(=O)C(C#N)C12CCCC2 (stereo not drawn)
 : ?	7.7%	6.8%	8.9%	-4.6	12.1%	-1.1%	4.5	?	-0.4
> C=CCC1(O)CC(c2ccco2)NC(c2ccco2)C1CCC (stereo not drawn)
 : -5.4%	-0.9%	-4.5%	0.9%	-3.6	0.3%	-2.6%	4.9	4.0	-5.8
> Cc1ccc(-c2nc(CS(=O)CC(=O)NC3CCC(C)CC3)c(C)o2)cc1 (stereo not drawn)
 : 2.5%	0.1%	-1.0%	3.2%	23.6	-1.7%	-6.8%	-5.9	-1.1	-0.7
> CSc1ccccc1OCc1cc(C(=O)NCCc2nc(C)cc(C)n2)no1
 : 6.7%	-2.2%	25.0%	-10.8%	9.0	1.7%	-2.8%	7.9	-9.4	-0.1
> C#CCOCCOCCOCCNc1nc(N2CCN(C(=O)[C@H](CCC(=O)O)n3cc([C@@H](N)CC(N)=O)nn3)CC2)nc(N2CCN(C(=O)[C@H](CCC(=O)O)n3cc([C@@H](N)CC(N)=O)nn3)CC2)n1
 : -21.3%	.	8.5%	3.3%	.	-0.3%	-0.8%	-15.4	-5.6	-7.0
> O=C(OCC(=O)N1CCOCC1)c1ccccc1Br
 : -3.4%	-6.3%	?	1.7%	-0.7	-0.9%	2.6%	-6.7	-11.9	-8.9
> COc1cc(NC(=O)Cn2c(=O)n(-c3cccc(C)c3)c(=O)c3c(C)c(C)sc32)cc(OC)c1
 : 2.3%	-5.3%	0.4%	-0.9%	1.2	2.8%	-2.4%[46.1 µM]	9.4	11.5	-27.1
> CCS(=O)(=O)N1CCN(Cc2ccncc2)CC1
 : 5.0%	-0.6%	-2.3%	5.5%	0.1	4.5%	-174.4%	-16.8	5.9	23.0
> Cc1nc(NCc2ccccn2)c2c3c(sc2n1)CCCC3
 : -2.9%	20µM*	-22.5%	6.8%	23.2	3.1%	1.5%	7.6	1.4	10.0
> CCC1=C2CC[C@H]3C(=O)NC(=O)[C@H]3[C@H]2[C@@]2(Cc3ccccc3)C(=NCC(=O)OC)OC(=O)N2C1=O
 : 8.6%	13.2%	?	9.7%	-5.0	0.0%	2.1%	-1.1	21.5	-0.6
